High-throughput results (PubChem)
CRFBP-R2 agonist: agonists of CRF-BP/CRF-R2 complex, primary screen, cell-based, HEK293, calcium dye fluorescence, uHTS. calcium dye fluorescence (FLIPR); percent of saturating CRF peptide response. activation, % at 13.2 µM. 350,000 compounds, 0.46% hits. AID 588473, 2011;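 active = activation of at least 50%, plus an integration ratio under a set limit after plate pattern correction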;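 also: plate controls were neutral control wells without compound for no effect and CRF at EC100 for full effect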
CHRM1 antagonist: human M1 muscarinic receptor antagonists, primary screen, CHO-K1 cells, Fluo-8 calcium fluorescence, 1536-well | inhibition, % at 3 µM | CHO-K1 hM1, ACh EC80 antagonist | 360,000 compounds, 1.3% hits;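 active = percent inhibition above its own plate's cutoff, namely the mean of that plate's compound wells plus 3 SD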;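 also: peak over basal fluorescence ratio during 140 s after agonist addition; 0% = ACh EC80 plus DMSO and 100% = DMSO alone without agonist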
CHRM4 antagonist: human M4 muscarinic receptor antagonists, primary screen, CHO cells, Fluo-8 calcium fluorescence. Muscarinic acetylcholine receptor M4 (Homo sapiens), P08173. CHO-hM4 cells, ACh EC80. inhibition, % at 3 µM. 360,000 compounds, 0.73% hits. AID 624125, 2012;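 active = inhibition above its plate's cutoff, the mean inhibition of sample wells plus 3 SD, cut at about 27% in these data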;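 also: 0% = acetylcholine EC80 with DMSO and 100% = DMSO without agonist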
Target sequence (P08173 whole entry, looked up): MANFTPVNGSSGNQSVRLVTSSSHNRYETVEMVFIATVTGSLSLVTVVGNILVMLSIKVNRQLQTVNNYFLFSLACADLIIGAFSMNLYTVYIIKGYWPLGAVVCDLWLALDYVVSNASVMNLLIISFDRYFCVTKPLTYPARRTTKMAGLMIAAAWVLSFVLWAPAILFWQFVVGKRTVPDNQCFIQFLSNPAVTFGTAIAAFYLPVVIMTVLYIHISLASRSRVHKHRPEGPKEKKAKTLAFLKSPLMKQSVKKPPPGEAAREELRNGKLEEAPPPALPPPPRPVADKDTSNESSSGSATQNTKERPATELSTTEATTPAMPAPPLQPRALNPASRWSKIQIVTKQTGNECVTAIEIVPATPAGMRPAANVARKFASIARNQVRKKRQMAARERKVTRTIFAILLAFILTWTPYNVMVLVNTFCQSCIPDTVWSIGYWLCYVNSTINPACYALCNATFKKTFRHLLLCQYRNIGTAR
M5 ag: human M5 muscarinic receptor agonists, primary screen, CHO-K1 cells, Fluo-8 calcium fluorescence | CHO-K1 hM5 cells; 0% DMSO wells, 100% maximal acetylcholine response | activation, % at 3 µM | Muscarinic acetylcholine receptor M5 (Homo sapiens), P08912 | 360,000 compounds, 0.19% hits;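 active = activation above the run's mean over test compounds plus 3 SD, cut at about 23% in these data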;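 also: signal is peak over basal fluorescence ratio across the kinetic read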
Target sequence (P08912 whole entry, looked up): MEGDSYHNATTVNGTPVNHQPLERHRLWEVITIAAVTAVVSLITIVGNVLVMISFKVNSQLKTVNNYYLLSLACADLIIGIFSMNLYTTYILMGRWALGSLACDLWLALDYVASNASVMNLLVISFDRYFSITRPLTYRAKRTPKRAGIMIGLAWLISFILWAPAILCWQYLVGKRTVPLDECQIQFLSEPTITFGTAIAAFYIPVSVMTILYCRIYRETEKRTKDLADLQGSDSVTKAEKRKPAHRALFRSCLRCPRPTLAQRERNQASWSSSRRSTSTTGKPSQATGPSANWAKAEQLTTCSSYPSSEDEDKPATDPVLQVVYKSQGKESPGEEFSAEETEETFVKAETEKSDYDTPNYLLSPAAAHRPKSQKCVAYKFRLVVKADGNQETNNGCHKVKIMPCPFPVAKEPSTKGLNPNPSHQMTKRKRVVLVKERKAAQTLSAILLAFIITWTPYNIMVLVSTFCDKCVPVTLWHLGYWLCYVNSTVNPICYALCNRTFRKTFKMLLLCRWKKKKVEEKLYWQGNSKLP
M1 PAM: human M1 muscarinic receptor positive allosteric modulators, primary screen, CHO-K1 cells, Fluo-8 calcium fluorescence, 1536-well; Muscarinic acetylcholine receptor M1 (Homo sapiens), P11229; CHO-K1 hM1, ACh EC20; 0% = ACh EC20, 100% = maximal ACh; activation, % at 3 µM; 360,000 compounds, 0.088% hits; in the data active = activation above about 19%, passing the limit was not always enough
M5 antag: human M5 muscarinic receptor antagonists, primary screen, CHO cells, Fluo-8 calcium fluorescence; inhibition, % at 3 µM; 360,000 compounds, 0.59% hits; Muscarinic acetylcholine receptor M5 (Homo sapiens), P08912; CHO-hM5 cells, ACh EC80;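 active = inhibition above a per-plate cutoff, the mean of that plate's test compounds plus 3 SD, cut at about 27% in these data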;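 also: 0% = acetylcholine EC80 with DMSO and 100% = DMSO without agonist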
M5 PAM: human M5 muscarinic receptor positive allosteric modulators, primary screen, CHO-K1 cells, Fluo-8 calcium fluorescence; Muscarinic acetylcholine receptor M5 (Homo sapiens), P08912; AID 624038, 2012; 360,000 compounds, 0.3% hits; activation, % at 3 µM; CHO-K1 hM5, ACh EC20 PAM; 0% = ACh EC20, 100% = ACh EC100;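 active = activation above the run cutoff, the mean activation of all test compounds plus 3 SD, cut at about 18% in these data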
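Assay system: CHO-K1 hM5 cells. Also added: acetylcholine at EC20 concentration, added after compound. Dosing: 3 µM, single dose. Times: compound preincubation 140 s before EC20 acetylcholine addition. Signal: Fluo-8 calcium fluorescence. Measure: % activation relative to EC20 and EC100 ACh responses. Repeats: singlicate, one well per test compound.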
M4 ag: human M4 muscarinic receptor agonists, primary screen, CHO-K1 cells, Fluo-8 calcium fluorescence | CHO-K1 hM4/Gqi5; vehicle 0%, full acetylcholine response 100% | activation, % at 3 µM | 360,000 compounds, 0.14% hits | AID 624127, 2012;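 active = activation above the run mean over all test wells plus 3 SD, cut at about 32% in these data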;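 also: peak over basal fluorescence ratio per well then scaled between controls; 0% = DMSO wells and 100% = acetylcholine at EC100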
M4 PAM: human M4 muscarinic receptor positive allosteric modulators, primary screen, CHO-K1 cells, Fluo-8 calcium fluorescence; 360,000 compounds, 0.4% hits; CHO-K1 hM4/Gqi5, ACh EC20; 0% = ACh EC20, 100% = maximal ACh; activation, % at 3 µM; Muscarinic acetylcholine receptor M4 (Homo sapiens), P08173; AID 624126, 2012;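 active = activation above its plate's cutoff, the mean activation of sample wells plus 3 SD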; also: some results filed as inactive read as strong as hits
Active calls of the source: *. The order is random; any-hit rate near 2.8%.

For CC(C)[C@H](NC(=O)OCc1ccccc1)C(=O)OCC(=O)c1ccccc1 the results were CRFBP-R2 agonist -1.1, CHRM1 antagonist -6, CHRM4 antagonist 2, M5 ag -7, M1 PAM 5, M5 antag -3, M5 PAM 11, M4 ag 5 and M4 PAM 6.
O=C1CN2NC(=S)N(c3ccc(Cl)cc3)C2=CN1c1ccc(Cl)cc1 was read as CRFBP-R2 agonist 0.7, CHRM1 antagonist -9, CHRM4 antagonist -7, M5 ag -3, M1 PAM 12, M5 antag -2, M5 PAM 3, M4 ag 1 and M4 PAM 1.
CC1CCN(C(=O)CSc2nnc3c(n2)[nH]c2ccccc23)CC1 was read as CRFBP-R2 agonist 1.1, CHRM1 antagonist -2, CHRM4 antagonist 1, M5 ag -1, M1 PAM 5, M5 antag 10, M5 PAM 3, M4 ag 1 and M4 PAM 0.
Screening Cc1noc(C)c1CSCC(=O)Nc1nc2ccccc2s1 returned CRFBP-R2 agonist -0.1, CHRM1 antagonist 8, CHRM4 antagonist 4, M5 ag -1, M1 PAM -5, M5 antag -3, M5 PAM -1, M4 ag 6 and M4 PAM -4.
For O=C(c1ccc(S(=O)(=O)N2CCCC2)cc1)N1CCN(c2ccccc2)CC1 the results were CRFBP-R2 agonist -0.4, CHRM1 antagonist -8, CHRM4 antagonist 1, M5 ag -4, M1 PAM 13, M5 antag 3, M5 PAM 0, M4 ag 2 and M4 PAM 1.
Screening NNC(=O)c1ccc(COc2cccc3ccccc23)cc1 returned CRFBP-R2 agonist 2.9, CHRM1 antagonist -2, CHRM4 antagonist -4, M5 ag 0, M1 PAM 2, M5 antag -5, M5 PAM 8, M4 ag 2 and M4 PAM 8.
For Cn1cc(CN(Cc2ccccc2)C[C@@H]2CCC(=O)N2)c(-c2ccccc2F)n1 the results were CRFBP-R2 agonist -2.1, CHRM1 antagonist -3, CHRM4 antagonist -2, M5 ag -1, M1 PAM 7, M5 antag -1, M5 PAM -1, M4 ag 2 and M4 PAM 1.
Screening COc1cccc(C=C2SC(=S)NC2=O)c1 returned CRFBP-R2 agonist 7.5, CHRM1 antagonist -7, CHRM4 antagonist -4, M5 ag 1, M1 PAM 6, M5 antag 13, M5 PAM -9, M4 ag 2 and M4 PAM -1.
`CN(C)c1ccc(C(=O)OCC#CCSc2nnc(-c3cccc4ccccc34)o2)cc1` gave CRFBP-R2 agonist 2.3, CHRM1 antagonist -17, CHRM4 antagonist -4, M5 ag 2, M1 PAM 9, M5 antag 3, M5 PAM 2, M4 ag 1 and M4 PAM 14.
`N#Cc1ccc(OCC(=O)Nc2nc(-c3cccnc3)cs2)cc1` gave CRFBP-R2 agonist -0.3, CHRM1 antagonist 6, CHRM4 antagonist -22, M5 ag 3, M1 PAM -6, M5 antag 12, M5 PAM -15, M4 ag 16 and M4 PAM 3.
Screening COc1ccccc1NC(=O)Cn1nnc(-c2ccccc2NC(=O)c2cnccn2)n1 returned CRFBP-R2 agonist -0.2, CHRM1 antagonist 6, CHRM4 antagonist 3, M5 ag 0, M1 PAM -3, M5 antag 2, M5 PAM -6, M4 ag 0 and M4 PAM -8.
Screening CC(C)COc1ccc(-c2nn(-c3ccccc3)cc2/C=C2/SC(=S)N(CC(=O)O)C2=O)cc1 returned CRFBP-R2 agonist 4.1, CHRM1 antagonist -9, CHRM4 antagonist -10, M5 ag 4, M1 PAM 8, M5 antag 3, M5 PAM 1, M4 ag 0 and M4 PAM 6.
Screening O=C(Nc1cccc(Cl)c1)c1ccc(NCC2CCCO2)c([N+](=O)[O-])c1 (stereo not drawn) returned CRFBP-R2 agonist -2.1, CHRM1 antagonist 2, CHRM4 antagonist 5, M5 ag -3, M1 PAM 3, M5 antag -4, M5 PAM -6, M4 ag 1 and M4 PAM 3.
Cc1c(NC(=O)COC(=O)/C=C/c2cccc(F)c2)c(=O)n(-c2ccccc2)n1C was read as CRFBP-R2 agonist 0.8, CHRM1 antagonist -4, CHRM4 antagonist 2, M5 ag 1, M1 PAM 2, M5 antag 8, M5 PAM -6, M4 ag 0 and M4 PAM -4.
Screening Cc1sc2nc(SC3CCOC3=O)n(Cc3ccccc3)c(=O)c2c1C (stereo not drawn) returned CRFBP-R2 agonist -0.8, CHRM1 antagonist 12, CHRM4 antagonist 2, M5 ag -5, M1 PAM -14, M5 antag 4, M5 PAM -3, M4 ag 0 and M4 PAM 1.
`COc1ccc2c(c1)O[C@@]1(CCCC[C@@H]1C)CC2=O` gave CRFBP-R2 agonist -1.4, CHRM1 antagonist -5, CHRM4 antagonist -12, M5 ag -3, M1 PAM 3, M5 antag 5, M5 PAM -4, M4 ag 8 and M4 PAM 9.
Screening O=C(c1ccccc1)N1CCN(CC#CC2(O)CCCCC2)CC1 returned CRFBP-R2 agonist 2.3, CHRM1 antagonist 5, CHRM4 antagonist 9, M5 ag 0, M1 PAM 5, M5 antag 2, M5 PAM -4, M4 ag 1 and M4 PAM 5.
O=S(=O)(c1ccc(-c2csc(-c3cccnc3)n2)cc1)N1CCOCC1 was read as CRFBP-R2 agonist -1.2, CHRM1 antagonist 0, CHRM4 antagonist -12, M5 ag 3, M1 PAM 8, M5 antag -16, M5 PAM 5, M4 ag 6 and M4 PAM -1.
For Cn1c(CNC(=O)c2ccccc2F)nnc1SCC(=O)Nc1nnc(C2CC2)s1 the results were CRFBP-R2 agonist 0.1, CHRM1 antagonist -9, CHRM4 antagonist 12, M5 ag -5, M1 PAM 14, M5 antag 15, M5 PAM -2, M4 ag 0 and M4 PAM -5.
Screening COCCn1cnc2c1c(=O)n(CC#N)c(=O)n2Cc1ccccc1 returned CRFBP-R2 agonist 0.4, CHRM1 antagonist -18, CHRM4 antagonist -23, M5 ag -2, M1 PAM 2, M5 antag -1, M5 PAM -1, M4 ag 3 and M4 PAM 8.

Continued (two carried over from the part before).
For Cn1c(CNC(=O)c2ccccc2F)nnc1SCC(=O)Nc1nnc(C2CC2)s1 the results were CRFBP-R2 agonist 0.1, CHRM1 antagonist -9, CHRM4 antagonist 12, M5 ag -5, M1 PAM 14, M5 antag 15, M5 PAM -2, M4 ag 0 and M4 PAM -5.
Screening COCCn1cnc2c1c(=O)n(CC#N)c(=O)n2Cc1ccccc1 returned CRFBP-R2 agonist 0.4, CHRM1 antagonist -18, CHRM4 antagonist -23, M5 ag -2, M1 PAM 2, M5 antag -1, M5 PAM -1, M4 ag 3 and M4 PAM 8.
Screening CCOC(=O)C1CCN(Cc2cc(=O)oc3cc(C)ccc23)CC1 returned CRFBP-R2 agonist -2.3, CHRM1 antagonist -6, CHRM4 antagonist -6, M5 ag -3, M1 PAM 6, M5 antag 6, M5 PAM -5, M4 ag 1 and M4 PAM -3.
For COc1cc(S(=O)(=O)N2CCC(C(N)=O)CC2)c(C)cc1C the results were CRFBP-R2 agonist -1.6, CHRM1 antagonist 0, CHRM4 antagonist -11, M5 ag 2, M1 PAM 1, M5 antag 0, M5 PAM -5, M4 ag 2 and M4 PAM 6.
CC(C)CC1C(C#N)=C(N)OC2=C1C(=O)CC(c1ccccc1)C2 (stereo not drawn) was read as CRFBP-R2 agonist -0.4, CHRM1 antagonist -5, CHRM4 antagonist 5, M5 ag 0, M1 PAM 4, M5 antag 10, M5 PAM 4, M4 ag 12 and M4 PAM 1.
For Nc1nc2ccc(C(=O)Nc3ccc(N4CCOCC4)cc3)cc2s1 the results were CRFBP-R2 agonist -1.8, CHRM1 antagonist 1, CHRM4 antagonist 0, M5 ag 4, M1 PAM 0, M5 antag 8, M5 PAM -3, M4 ag 4 and M4 PAM 0.
Screening COc1ccc(C(=O)N2CCc3[nH]nc(-c4ccccc4)c3C2)cc1 returned CRFBP-R2 agonist 1.4, CHRM1 antagonist -10, CHRM4 antagonist -28, M5 ag 0, M1 PAM 8, M5 antag -13, M5 PAM 2, M4 ag 4 and M4 PAM 7.
Screening O=C(COC(=O)c1ccc(N2CCCC2=O)cc1)Nc1ccccc1 returned CRFBP-R2 agonist 0.3, CHRM1 antagonist -2, CHRM4 antagonist -6, M5 ag 1, M1 PAM 7, M5 antag 16, M5 PAM 2, M4 ag 7 and M4 PAM 2.
Screening C=CCn1c(C)cc(C(=O)CSc2nnc3c(Cl)cc(Cl)cn23)c1C returned CRFBP-R2 agonist -2.8, CHRM1 antagonist -3, CHRM4 antagonist 13, M5 ag -4, M1 PAM 1, M5 antag -1, M5 PAM 4, M4 ag 0 and M4 PAM -4.
Screening CC(C)C(=O)Nc1nnc(CCN2CCOCC2)s1 returned CRFBP-R2 agonist 2.6, CHRM1 antagonist -2, CHRM4 antagonist 3, M5 ag 0, M1 PAM 5, M5 antag 4, M5 PAM -2, M4 ag 0 and M4 PAM -4.
`Cc1cccc(NC(=O)N2CCCCCC2)c1` gave CRFBP-R2 agonist -2.0, CHRM1 antagonist -6, CHRM4 antagonist -15, M5 ag -4, M1 PAM 4, M5 antag -6, M5 PAM 3, M4 ag 0 and M4 PAM 6.
`CCOC(=O)c1ccc(NC(=O)C2=C(C)Nc3nc(CCCO)nn3C2c2cccc(C)c2)cc1` (stereo not drawn) gave CRFBP-R2 agonist 2.7, CHRM1 antagonist -7, CHRM4 antagonist -12, M5 ag 0, M1 PAM 5, M5 antag 3, M5 PAM -2, M4 ag 1 and M4 PAM 6.
`COc1ccc(OCc2cc(C(=O)NCC3CCCCO3)no2)c(Cl)c1` (stereo not drawn) gave CRFBP-R2 agonist -2.0, CHRM1 antagonist 3, CHRM4 antagonist -5, M5 ag -2, M1 PAM 7, M5 antag 1, M5 PAM 2, M4 ag 3 and M4 PAM 0.
`Cc1ccccc1NS(=O)(=O)c1nnc(NC(=O)CC(C)C)s1` gave CRFBP-R2 agonist -1.6, CHRM1 antagonist -2, CHRM4 antagonist 4, M5 ag -3, M1 PAM 3, M5 antag 10, M5 PAM 2, M4 ag 0 and M4 PAM -1.
For COc1ccc(N=C2C(=Nc3ccc(OC)cc3)N(c3ccc(OC)cc3)C(=S)N2c2ccccc2)cc1 the results were CRFBP-R2 agonist 0.3, CHRM1 antagonist -7, CHRM4 antagonist -6, M5 ag 0, M1 PAM 1, M5 antag 4, M5 PAM 3, M4 ag 2 and M4 PAM 5.
CN(C)c1oc(/C=C/c2ccccc2)nc1C#N was read as CRFBP-R2 agonist -0.4, CHRM1 antagonist 4, CHRM4 antagonist 11, M5 ag -1, M1 PAM -3, M5 antag 3, M5 PAM -3, M4 ag 1 and M4 PAM -6.
`COc1ccc(CC(=O)Nc2ccc3c(c2)CCC3)cc1` gave CRFBP-R2 agonist -2.0, CHRM1 antagonist -7, CHRM4 antagonist -7, M5 ag -4, M1 PAM 7, M5 antag 0, M5 PAM -4, M4 ag 5 and M4 PAM -1.
COc1ccc(C2CC3(CC(C)(C)NC(=O)N3)Oc3cc(O)ccc32)cc1 (stereo not drawn) was read as CRFBP-R2 agonist -1.5, CHRM1 antagonist 2, CHRM4 antagonist 4, M5 ag 0, M1 PAM -3, M5 antag 3, M5 PAM -3, M4 ag 1 and M4 PAM 3.
